# Source: PubChem (several laboratories)
# LMPTP block – LMPTP phosphatase inhibitors, primary screen, biochemical, fluorescence intensity, uHTS; recombinant LMPTP-A, OMFP fluorogenic substrate; AID 651560, 2012; 0.22% of 360,000 active; inhibition, % at 20 µM;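 active = compounds that cut the enzyme signal by at least half of the control window in the single-dose screen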;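 also: plate controls were DMSO wells with enzyme plus substrate for no effect and substrate without enzyme for full effect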
#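 Test system – LMPTP-A enzyme · Amount – LMPTP-A at 0.625 nM final in the reaction · Buffer or medium – Bis-Tris pH 6.0, DTT, detergent · Reagent – OMFP 400 µM · Doses – single 20 µM dose · Schedule – reaction 50 min, room temperature, dark · Detection – fluorescence intensity of OMFP turnover product · Evaluation – percent inhibition versus substrate-only and uninhibited controls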
# NRP1-CendR mod – modulators of CendR peptide binding to NRP-1, primary screen, biochemical, fluorescence polarization, uHTS; Neuropilin-1 (Homo sapiens), O14786; FAM-RPARPAR peptide binding to NRP-1; inhibition, % at 25 µM; 0.85% of 360,000 active; AID 602438, 2012;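 active = inhibition or corrected inhibition above about 18%, plus a signal ratio from 0.5 to 1.5, limit read from the data, passing the limit was not always enough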; also: strong numbers were not always called active
# Target sequence (O14786 whole entry, looked up): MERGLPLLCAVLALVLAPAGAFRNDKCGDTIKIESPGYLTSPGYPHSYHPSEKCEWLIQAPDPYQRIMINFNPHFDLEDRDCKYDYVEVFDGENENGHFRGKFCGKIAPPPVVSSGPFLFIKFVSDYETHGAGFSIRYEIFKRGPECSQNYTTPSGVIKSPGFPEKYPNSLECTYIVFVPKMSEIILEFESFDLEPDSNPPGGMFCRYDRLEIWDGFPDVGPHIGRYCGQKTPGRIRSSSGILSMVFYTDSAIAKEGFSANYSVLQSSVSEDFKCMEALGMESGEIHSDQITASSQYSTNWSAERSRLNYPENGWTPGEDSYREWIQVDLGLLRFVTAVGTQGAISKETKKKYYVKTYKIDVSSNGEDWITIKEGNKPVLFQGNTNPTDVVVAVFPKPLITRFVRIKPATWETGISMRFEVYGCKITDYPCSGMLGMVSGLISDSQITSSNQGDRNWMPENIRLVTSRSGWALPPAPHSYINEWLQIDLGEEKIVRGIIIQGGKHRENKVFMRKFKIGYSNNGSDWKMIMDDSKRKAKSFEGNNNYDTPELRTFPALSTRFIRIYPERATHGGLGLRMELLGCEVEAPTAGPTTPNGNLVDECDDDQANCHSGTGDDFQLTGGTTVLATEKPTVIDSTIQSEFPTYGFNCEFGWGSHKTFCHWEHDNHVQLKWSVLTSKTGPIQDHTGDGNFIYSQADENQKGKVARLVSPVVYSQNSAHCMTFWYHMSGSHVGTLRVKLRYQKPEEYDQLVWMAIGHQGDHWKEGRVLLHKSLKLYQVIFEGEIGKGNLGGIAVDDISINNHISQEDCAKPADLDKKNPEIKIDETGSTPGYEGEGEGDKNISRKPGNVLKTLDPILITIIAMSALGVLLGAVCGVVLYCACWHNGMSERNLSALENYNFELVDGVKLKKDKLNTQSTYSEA
# NadD inh – inhibitors of S. aureus NadD, primary screen, biochemical, colorimetric, uHTS. Nicotinate-nucleotide adenylyltransferase NadD (Staphylococcus aureus N315). purified NadD enzyme, colorimetric absorbance read-out. inhibition, % at 20 µM. 0.78% of 360,000 active. AID 602399, 2012; in the data active = inhibition above about 26%; also: some compounds past the cut are filed as inactive
# Scp-1 inhibitor – Scp-1 phosphatase inhibitors, primary screen, biochemical, colorimetric, uHTS; inhibition, % at 20 µM; 0.88% of 340,000 active; AID 493091, 2011; Carboxy-terminal domain RNA polymerase II polypeptide A small phosphatase 1 (Homo …; Recombinant Scp1, phosphopeptide, malachite green phosphate absorbance;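 active = inhibition above about 50% at 20 µM, limit read from the data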;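 also: plate controls were DMSO wells with enzyme for no effect and wells lacking enzyme for full effect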
#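 System: SCP-1 catalytic domain; Reagent: Phospho 17-mer peptide substrate; Doses: one concentration, 20 µM, with 1.0% DMSO; Incubation: 45 min room-temperature reaction, 5 min colour, 30 min stabiliser; Signal: Phosphate-binding colour reagent, absorbance read at 630 nm.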
# SKN-1 block – suppressors of acrylamide-induced Pgst-4::GFP reporter in worms, primary screen, SKN-1 inhibitor project, whole organism, uHTS, GFP/RFP fluorescence ratio, strain VP596 | 0.49% of 360,000 active | C. elegans VP596 Pgst-4::GFP/RFP ratio, 24 h | AID 624304, 2012 | inhibition, % at 21.8 µM;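 active = interference check ratio from 0.5 to 1.5 plus GFP to RFP signal ratio inhibition reaching or exceeding a fixed threshold, cut at about 30% in these data, passing the limit was not always enough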; also: some compounds called inactive have numbers as strong as hits
# SUMO1 PPI mod – modulators of SUMO1 protein-protein interactions, primary screen, biochemical, uHTS; Small ubiquitin-related modifier 1 (Homo sapiens), P63165; SUMO1 binding to a labelled peptide, TR-FRET, 1 h; inhibition, % at 20 µM; 0.33% of 360,000 active; AID 602429, 2012; in the data active = inhibition above about 37%
# Target sequence (P63165 whole entry, looked up): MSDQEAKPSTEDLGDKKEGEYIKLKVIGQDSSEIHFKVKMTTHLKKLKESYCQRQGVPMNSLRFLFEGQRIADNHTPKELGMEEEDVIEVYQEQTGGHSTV
# TbMetRS inhib – T. brucei MetRS inhibitors, primary screen, biochemical, luminescence; methionyl-tRNA synthetase (Trypanosoma brucei brucei); purified T. brucei MetRS, ATP depletion, Kinase-Glo luminescence; inhibition, % at 11.9 µM; 0.4% of 360,000 active; AID 624268, 2012;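 active = inhibition above a per-plate cutoff of the control wells' mean inhibition plus 3 SD, cut at about 5.5% in these data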;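 also: 0% = DMSO wells median and 100% = median of wells with control inhibitor compound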
#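 Test system: purified T. brucei MetRS enzyme. Also added: ATP, methionine and E. coli bulk tRNA substrates. Compound: 11.9 µM single point. Schedule: 15 min enzyme-compound preincubation, 2 h reaction, 10 min detection, 25 °C. Signal: luciferase luminescence of residual ATP, Kinase-Glo. Evaluation: percent inhibition versus plate control medians. Controls: DMSO wells, low control.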
# STEP inh – STEP phosphatase inhibitors, primary screen, biochemical, fluorescence intensity, uHTS | 0.25% of 360,000 active | recombinant STEP, OMFP fluorogenic substrate | AID 588621, 2011 | Tyrosine-protein phosphatase non-receptor type 5 (Homo sapiens), P54829 | inhibition, % at 20 µM;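 active = inhibition at 20 µM, scaled per plate between control wells, above about 37%, limit read from the data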;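 also: 0% = DMSO with enzyme and substrate and 100% = substrate only without enzyme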
#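 System: isolated STEP enzyme; schedule: 20 min enzyme reaction at room temperature, protected from light; medium: Bis-Tris buffer pH 6.0, 2.5 mM DTT, 0.005% Tween 20; signal: fluorescence, 480/540 nm; dosing: single compound dose of 20 µM, 1% DMSO final; also added: OMFP substrate, 25 µM final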
# Neddylation inh – inhibitors of cullin neddylation, primary screen, biochemical, TR-FRET, uHTS, NAE and Ubc12. NEDD8-conjugating enzyme Ubc12 (Homo sapiens) + NEDD8-activating enzyme E1 regulatory …. calls only at 25 µM. 0.58% of 360,000 active. AID 651699, 2012; in the data active = inhibition above about 36%
# DNMT1 inh – human DNMT1 methyltransferase inhibitors, primary screen, biochemical, molecular beacon, fluorescence, HinP1I cleavage, uHTS | DNA (cytosine-5)-methyltransferase 1 (Homo sapiens), P26358 | inhibition (reported as % activation of signal), % at 10 µM | 0.83% of 360,000 active | AID 588458, 2011; in the data active = inhibition above about 50%
# The depositor's hits bear a star; i = inactive; x = no result given.
LMPTP block,NRP1-CendR mod,NadD inh,Scp-1 inhibitor,SKN-1 block,SUMO1 PPI mod,TbMetRS inhib,STEP inh,Neddylation inh,DNMT1 inh,canonical_smiles
-0.3,15,1,-4,11,-41,-0.1,1,i,-3,O=C(COC(=O)c1ccc[n+]([O-])c1)Nc1cc([N+](=O)[O-])ccc1Cl
-0.1,2,-8,-9,2,-18,-0.2,-2,i,-7,Cc1ccc(/C=C2\SC(=S)N(CCC(=O)N3CCOCC3)C2=O)cc1
-1.7,-5,8,-3,6,-4,-0.6,1,i,2,COc1ccc(NC(=S)NCC(O)c2ccccc2)c(OC)c1 (stereo not drawn)
-1.6,3,-3,3,13,8,-1.2,-4,i,1,CC(=O)Nc1ccc(S(=O)(=O)n2nc(C)cc2C)cc1
-0.8,2,-2,-10,-1,4,-0.2,0,i,2,CCOc1ccc(NC(=O)CN(C)C(=O)Cn2c(=O)cnc3ccccc32)cc1OCC
-1.1,7,-6,-3,-5,3,-0.6,1,i,1,O=C(O)CCCC(=O)N1CCC(C(O)(c2ccccc2)c2ccccc2)CC1
-8.9,5,-7,-4,-15,-141,-0.1,-1,i,-40,C#CCOCCOCCOCCNc1nc(N2CCN(C(=O)C([C@@H](C)O)n3cc([C@@H](N)CCCCN)nn3)CC2)nc(N2CCN(C(=O)[C@H](CCCCN)n3cc([C@@H](N)CC(N)=O)nn3)CC2)n1 (stereo partly drawn)
-2.7,-2,-7,6,13,-7,3.5,-4,i,1,COc1ccc(/C=C2\SC(=O)N=C2N)cc1OC
0.0,3,-2,-1,11,4,0.4,-2,i,3,COc1ccccc1OCC(=O)Nc1cccc(S(=O)(=O)NC2=NCCCCC2)c1
0.3,-1,5,-8,-34,0,0.7,1,i,11,COC(=O)CSc1nc2ccc(NC(=O)CSc3nnnn3Cc3ccccc3)cc2s1
1.4,-1,4,1,-7,1,-0.1,2,i,-1,c1ccc(Nc2ccccc2)cc1
-0.9,-15,0,-7,13,-2,-0.9,0,i,-3,CCCCNC(=O)C(CC)Sc1nc2sc(C(=O)OC)c(C)c2c(=O)n1N (stereo not drawn)

# Shown comma-delimited: part of the list above.
smiles,LMPTP block,NRP1-CendR mod,NadD inh,Scp-1 inhibitor,SKN-1 block,SUMO1 PPI mod,TbMetRS inhib,STEP inh,Neddylation inh,DNMT1 inh
O=C(COC(=O)c1ccc[n+]([O-])c1)Nc1cc([N+](=O)[O-])ccc1Cl,-0.3,15,1,-4,11,-41,-0.1,1,i,-3
Cc1ccc(/C=C2\SC(=S)N(CCC(=O)N3CCOCC3)C2=O)cc1,-0.1,2,-8,-9,2,-18,-0.2,-2,i,-7
COc1ccc(NC(=S)NCC(O)c2ccccc2)c(OC)c1 (stereo not drawn),-1.7,-5,8,-3,6,-4,-0.6,1,i,2
CC(=O)Nc1ccc(S(=O)(=O)n2nc(C)cc2C)cc1,-1.6,3,-3,3,13,8,-1.2,-4,i,1
CCOc1ccc(NC(=O)CN(C)C(=O)Cn2c(=O)cnc3ccccc32)cc1OCC,-0.8,2,-2,-10,-1,4,-0.2,0,i,2
O=C(O)CCCC(=O)N1CCC(C(O)(c2ccccc2)c2ccccc2)CC1,-1.1,7,-6,-3,-5,3,-0.6,1,i,1
C#CCOCCOCCOCCNc1nc(N2CCN(C(=O)C([C@@H](C)O)n3cc([C@@H](N)CCCCN)nn3)CC2)nc(N2CCN(C(=O)[C@H](CCCCN)n3cc([C@@H](N)CC(N)=O)nn3)CC2)n1 (stereo partly drawn),-8.9,5,-7,-4,-15,-141,-0.1,-1,i,-40
COc1ccc(/C=C2\SC(=O)N=C2N)cc1OC,-2.7,-2,-7,6,13,-7,3.5,-4,i,1

# Following part.
LMPTP block,NRP1-CendR mod,NadD inh,Scp-1 inhibitor,SKN-1 block,SUMO1 PPI mod,TbMetRS inhib,STEP inh,Neddylation inh,DNMT1 inh,canonical_smiles
-0.2,10,-2,-7,7,-19,0.6,4,i,6,O=C(COC(=O)c1cc(=O)[nH]c2ccccc12)Nc1ccccc1F
2.0,-59,7,-1,11,-6,-0.3,-5,i,23,O=[N+]([O-])c1ccc(NN=Cc2cccc3ccccc23)nc1
3.4,-1,14,-4,-4,13,-0.1,1,i,2,CCCc1nc(NCc2ccccc2)c(C#N)c2c1CCCC2
1.4,8,0,1,0,-3,-0.6,-3,x,4,CCOC(=O)Cc1c(C)c2c(O)cc(O)cc2oc1=O
-0.8,0,-2,7,9,-6,-0.3,2,i,2,Cc1ccc(NC(=O)CCCn2nc(C)c3c(C)n(-c4ccccc4)nc3c2=O)c(Cl)c1
-0.4,4,-4,1,-7,-5,-0.5,-2,i,0,Cc1cccc(OCC(=O)NCC2CCCO2)c1C (stereo not drawn)
1.5,-5,7,5,5,3,-0.3,2,i,-4,CCOC(=O)c1ccc(NC(=O)CSc2nc(C)nc3c2c(=O)n(C)c(=O)n3C)cc1
1.7,7,-6,-21,17,-2,-0.8,-1,i,-4,O=C(Cc1c[nH]c2ccccc12)OCC(=O)c1ccccc1
-0.9,6,-6,5,5,-4,0.0,-3,i,2,CCOC(=O)COc1coc(CN2CCN(c3ccccc3)CC2)cc1=O
-1.1,2,-12,-15,11,8,-1.1,-1,i,-2,COc1ccccc1C(=O)Nc1ccc2c(c1)OCO2
-1.9,-6,-6,-4,3,-3,-0.2,0,i,-4,CCOc1cc(NS(=O)(=O)c2ccc(NC(C)=O)cc2)c(OCC)cc1NC(=O)C(C)C
-4.4,10,3,-5,-13,3,-0.3,-2,i,-3,O=C(NC1CCN(Cc2ccccc2)CC1)c1ccccc1NS(=O)(=O)c1ccc(F)c(F)c1

# (further entries)
LMPTP block,NRP1-CendR mod,NadD inh,Scp-1 inhibitor,SKN-1 block,SUMO1 PPI mod,TbMetRS inhib,STEP inh,Neddylation inh,DNMT1 inh,canonical_smiles
0.9,-4,-10,-7,7,-23,-0.1,-4,i,-2,O=C(COc1cccnc1[N+](=O)[O-])Nc1ccc(Cl)c(S(=O)(=O)N2CCOCC2)c1
1.2,-2,5,-9,0,0,-0.6,-3,i,-19,CC[C@]12c3[nH]c4ccc(Cl)cc4c3CCN1C(=O)[C@@H](CC(=O)NCc1cccc(C(F)(F)F)c1)C[C@@H]2C(=O)N1CCN(C(=O)c2ccco2)CC1
-1.2,8,2,-1,-1,-2,-0.7,-1,i,1,CN(CC(=O)Nc1c(Cl)cccc1Cl)C(=O)CCCN1C(=O)c2ccccc2C1=O
3.7,43*,-6,-1,-9,-1,-1.1,0,i,3,O=C(CCl)Nc1ccc(N2CCCCCC2)cc1
-1.5,11,9,-2,10,-32,-0.1,0,i,1,CC(=O)NN1C(=O)c2ccc(Oc3cccc([N+](=O)[O-])c3)cc2C1=O
-3.3,1,-8,-8,-5,1,0.2,0,i,1,CN1CCN(C2CCN(c3cccc(Cl)c3)CC2)CC1CCO (stereo not drawn)
2.6,-5,15,-9,4,2,-0.5,-5,i,-15,COc1ccc(NS(=O)(=O)c2cc(N/C(=N\S(=O)(=O)c3ccccc3)c3ccc(F)cc3)ccc2Cl)cc1
-1.1,-5,-3,-2,-8,-1,-0.6,9,i,0,CC1(C)Cc2cccc(OCC(=O)Nc3ccc(OCC(N)=O)cc3)c2O1
3.5,-2,-3,3,9,0,-0.8,-2,i,-6,Nc1nc(NCCc2ccccc2)nc(NCc2ccccc2)c1[N+](=O)[O-]
0.5,1,-6,4,4,-2,-0.6,-3,i,0,O=C(CNc1cccc(S(=O)(=O)N2CCCC2)c1)Nc1ccc(F)c(F)c1
1.7,-12,-4,-10,6,-7,0.4,2,i,4,COc1ccc(/C=C2\SC(=O)N(CCNC(=O)Cc3coc4cc(OC)ccc34)C2=O)cc1
-2.1,-9,-2,x,1,0,-0.8,x,i,x,COC(=O)[C@]12CCCCC=C1N(Cc1ccccc1)C(=O)[C@H](CC(=O)NCCCN1CCCC1=O)C2

# Remaining list, next part.
LMPTP block,NRP1-CendR mod,NadD inh,Scp-1 inhibitor,SKN-1 block,SUMO1 PPI mod,TbMetRS inhib,STEP inh,Neddylation inh,DNMT1 inh,canonical_smiles
-2.1,-12,-10,-5,5,-1,-0.6,1,i,-1,Cn1c(=O)[nH]c(=O)c2c1nc(CN1CCN(c3ccc(F)cc3)CC1)n2CCc1ccccc1
-0.8,-7,-5,-1,-6,5,-2.3,-4,i,7,Cc1cc(=O)oc2cc(OCC(=O)N3CC[C@@]4(O)CCCC[C@H]4C3)ccc12
-2.2,5,-2,-6,6,1,-0.1,-2,i,5,O=C(CN=C1NS(=O)(=O)c2ccccc21)OCC(=O)c1ccccc1
0.8,6,8,-6,4,-1,-0.2,-2,i,-2,CCCNC(=O)NCc1ccc(N2CCCC2=O)cc1
-1.4,6,1,-1,-15,6,-1.1,-4,i,3,COc1cc(CNCc2ccc(C)cc2)cc(OC)c1OC
-0.5,-8,-1,-7,-10,-1,-0.2,-1,i,1,O=C(C[n+]1cccc(/C=N/O)c1)N1CCCc2ccccc21
0.6,28*,1,34,7,-3,-0.1,18,i,66*,Nc1cc(S(=O)(=O)O)cc([N+](=O)[O-])c1O
0.4,-2,-10,-5,5,1,-0.4,0,i,1,Cc1ccccc1NC(=O)COC(=O)COc1ccc2c(c1)CCC2
0.2,8,-7,-7,-7,-19,-0.4,0,i,2,CN(C)CC/C=C1/c2ccc(F)cc2Sc2ccc(Cl)cc21
-0.8,5,-2,-6,12,5,-1.1,-3,i,-2,O=C(NC1CCCC1)C(c1cccnc1)N(C(=O)c1ccco1)c1ccc(F)cc1 (stereo not drawn)
6.7,1,3,5,25,-18,0.5,2,i,-1,O=C(N/N=C/c1ccc(Cl)c([N+](=O)[O-])c1)c1ccc2nc[nH]c2c1
2.3,10,-9,-4,17,1,1.0,-5,i,-34,COc1cccc(Nc2nc(-c3ccc(O)cc3)cs2)c1
3.6,0,-10,-5,12,-6,-1.0,0,i,-1,Cc1ccc(-c2nc(CSc3nc4ccccc4c(=O)n3CCO)cs2)cc1
